Assay outcomes (PubChem)
CHX counter: counter-screen for Shiga toxin inhibitors: cycloheximide protein synthesis inhibition; max response, %; 300,000 compounds, 12% hits; cell reporter, cycloheximide protein synthesis inhibition counterscreen; in the data active = max response mostly above about 13%, no sharp cut-off; inactive = mostly below about 14%; note: read at 38.3 µM for the half of the compounds with a filed dose; 0% is about no effect
Pf growth 96h: P. falciparum growth inhibition at 96 hour, primary screen for plastid delayed-death inhibitors. AID 504834. P. falciparum luciferase reporter growth, 96 h. 320,000 compounds, 6.9% hits. Potency, µM (series often up to 28.7 µM), without a hit: at the highest dose activity change, negative = inhibition, hits mostly inhibitors; note: potency is the fitted concentration of half-maximal effect; % is set by controls: 0 for no effect and ±100 for the full control effect
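Erythrocytes infected with luciferase-expressing P. falciparum were dispensed at 2% hematocrit and 0.05% parasitemia (final), then incubated with compounds 96 hours at 37 C in 5% CO2. Luminescence after detection reagent addition reported growth.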
LmPK inh: LmPK (Leishmania mexicana) enzyme inhibition; 290,000 compounds, 0.37% hits; Potency, µM (highest dose often 57.5 µM), for inactives: top-dose activity change, negative = inhibition, actives largely listed as inhibitors; AID 1721; purified LmPK, Kinase-Glo ATP luminescence, 1 h; note: potency is the fitted concentration of half-maximal effect; % is set by controls: 0 for no effect and ±100 for the full control effect
Target sequence (Q27686 whole entry, looked up): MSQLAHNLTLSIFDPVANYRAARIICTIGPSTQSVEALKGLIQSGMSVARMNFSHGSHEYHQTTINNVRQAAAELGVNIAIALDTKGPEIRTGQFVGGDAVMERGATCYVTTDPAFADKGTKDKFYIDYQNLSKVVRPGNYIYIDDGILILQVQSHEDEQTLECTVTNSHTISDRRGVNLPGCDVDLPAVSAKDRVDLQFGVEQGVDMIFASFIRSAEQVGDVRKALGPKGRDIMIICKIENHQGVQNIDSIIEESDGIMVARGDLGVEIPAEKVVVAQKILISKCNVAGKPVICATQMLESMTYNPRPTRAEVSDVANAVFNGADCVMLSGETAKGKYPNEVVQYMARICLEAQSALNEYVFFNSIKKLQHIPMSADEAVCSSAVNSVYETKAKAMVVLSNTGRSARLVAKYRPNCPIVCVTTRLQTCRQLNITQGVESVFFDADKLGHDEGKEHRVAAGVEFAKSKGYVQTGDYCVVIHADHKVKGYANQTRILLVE
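Kinase-Glo luminescence read after 1 h RT reaction of 0.1 nM LmPK with 0.5 mM PEP and 0.1 mM ADP. Activity scaled between uninhibited and enzyme-free controls.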
Pf growth 48h: inhibits P. falciparum growth in the first generation, 48 h. Potency, µM (top dose mostly 28.7 µM), for the others: at the highest dose activity change, negative = inhibition, hits mostly inhibitors. 310,000 compounds, 5.9% hits. AID 504832. P. falciparum luciferase growth in erythrocytes, 48 h; note: potency is the fitted concentration of half-maximal effect; % is set by controls: 0 for no effect and ±100 for the full control effect
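Cell-based growth assay: transgenic P. falciparum expressing firefly luciferase, cultured in red cells within RPMI 1640 containing 0.5% w/v Albumax, 24 mM bicarbonate and gentamycin. A drop in luciferase activity indicates inhibition.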
AmpC inh no detg: blocks E. coli AmpC beta-lactamase in detergent-free assay; 330,000 compounds, 0.52% hits; AmpC nitrocefin hydrolysis, absorbance 480 nm, 0.0001% Triton; AID 485341; Potency, µM (titrated, usually from 57.1 µM), for inactives: top-dose activity change, negative = inhibition, most hits filed as inhibitors; P00811;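 note: potency is the fitted concentration of half-maximal effect; plate controls were no compound for no effect and no enzyme for full effect; nearly all actives have a fitted effect of over 20% in size; some results filed as inactive show a strong effect at the top dose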
Target sequence (P00811 whole entry, looked up): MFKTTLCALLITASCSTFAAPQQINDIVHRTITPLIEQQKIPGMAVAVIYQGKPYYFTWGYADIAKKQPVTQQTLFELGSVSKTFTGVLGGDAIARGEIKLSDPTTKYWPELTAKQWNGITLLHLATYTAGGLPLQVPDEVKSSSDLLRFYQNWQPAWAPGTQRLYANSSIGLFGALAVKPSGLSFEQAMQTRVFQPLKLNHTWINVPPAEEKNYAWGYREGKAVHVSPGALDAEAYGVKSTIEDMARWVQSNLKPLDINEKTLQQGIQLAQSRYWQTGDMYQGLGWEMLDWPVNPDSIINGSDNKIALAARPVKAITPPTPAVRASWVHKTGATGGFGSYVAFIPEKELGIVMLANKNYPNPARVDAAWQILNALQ
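AmpC (5.3 nM in the dispensed reagent) in 20 mM phosphate pH 7.0 with 0.01% (detergent screen) or 0.0001% Triton X-100 was preincubated with compounds for 15 min at room temperature. Nitrocefin was then added from an 800 uM solution, and hydrolysis was followed at 480 nm.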
Tb PYK inh: inhibitors of Trypanosoma brucei pyruvate kinase; Q57TT1; TbPYK enzyme, Kinase-Glo Plus ATP luminescence, 45 min; Potency, µM (highest dose often 76.8 µM), for inactives: top-dose activity, negative = inhibition, usual class: inhibitors; 410,000 compounds, 0.12% hits; AID 624173; note: potency is the fitted concentration of half-maximal effect; % is set by controls: 0 for no effect and ±100 for the full control effect; nearly all actives have a fitted effect of over 50% in size
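In this concentration-response screen, enzyme-free wells defined baseline while DMSO plates tracked drift. Each reaction combined TbPYK, substrate, compound and 130 uM ADP for 45 min at room temperature. Kinase-Glo Plus luminescence gave the signal.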
Shiga inhibitor: blocks Shiga toxin action in Vero cells. Vero cells, Shiga toxin protein synthesis inhibition reporter. inhibition, % at 38.7 µM. 290,000 compounds, 9.2% hits. AID 2315; in the data active = inhibition mostly above about 28%, no sharp cut-off; inactive = mostly below about 43%; note: 0% is about no effect
Starred values were filed as active, the others as inactive; ? = inconclusive; / = not tested or not shown; & = joins results of further samples; [ ] = another dose, or the depositor's remark. Unless noted, calls come from the whole dose curve; as a rule, active = well fitted curve in the direction sought with a large enough effect; inconclusive = small, poorly fitted or top-dose-only effect, or another doubt; inactive = no such curve, though single readings can be large; an effect the other way counts as inactive or inconclusive. Hits appear at their usual frequency; any-hit rate near 22%.

SMILES	CHX counter	Pf growth 96h	LmPK inh	Pf growth 48h	AmpC inh no detg	Tb PYK inh	Shiga inhibitor
O=C(Nc1ccc(-c2cn3c(n2)SCC3)cc1)c1ccco1	40*	110%[activator]	-23%	62%[activator]	-27%	-15%	65*
Cc1sc(NC(=O)CSc2nnc(C(C)C)n2C)c(C#N)c1C	-1	-22%	0%	14%	-10%	-1%	-1
COc1ccc(CNCc2cn(-c3cccc(F)c3)nc2-c2ccc(C)o2)cc1	11*	-1%	5%	?	-13%	-6%	15
Cc1ccc(C)c(Cn2c(=O)n(CCC(=O)NCc3ccco3)c(=O)c3sccc32)c1	-3	?	5%	-22%	-13%	0%	9
COc1ccc(Cn2c(=O)sc3ccccc32)cc1OC	-1	?	0%	4%	1%	2%	-8
O=C(NNC(=S)NCc1ccco1)c1cccs1	0	?	0%	5%	-5%	-1%	-6
Cc1nn(C)cc1CNC(=O)C1CCC(=O)N(Cc2cccc(C(F)(F)F)c2)C1 (stereo not given)	-5	-26%	0%	-7%	8%	10%	-3
O=C(CCCn1c(=S)[nH]c2cc3c(cc2c1=O)OCO3)NCc1ccco1	-1	?	6%	-21%	-19%	-18%	-8
Cc1cccc(-c2nsc(SCC(=O)N3CCCC3)n2)c1	36*	20%	-20%	224%[activator]	31%	-7%	117*
O=C(N1CCN(c2ccccc2)CC1)C1(c2cccs2)CCOCC1	1	-11%	1%	-5%	-7%	9%	-5
O=C(CCNS(=O)(=O)c1ccc(OC(F)(F)F)cc1)N1CCN(C/C=C/c2ccccc2)CC1	-2	?	0%	?	237%[activator]	0%	-5
CN(C)c1ccc(NC(=O)CSc2nnc(-c3ccco3)c(-c3ccco3)n2)cc1	8	?	0%	-16%	-32%	-12%	6
CN(C)CCCN(C(=O)c1ccc(Br)s1)c1nc2cc3c(cc2s1)OCO3	-14	?	2%	-10%	16%	0%	-34
O=C(O)CCCCCNS(=O)(=O)c1ccc2c3c(cccc13)C(=O)N2	-6	?	-1%	26%	-16%	1%	-10
Cc1nc2sccn2c(=O)c1S(=O)(=O)NCc1ccccc1Cl	-1	?	-2%	36%[activator]	-6%	-1%	-7
COc1cccc(OC)c1OCCCCN1CCC(Cc2ccccc2)CC1	-4	132%[activator]	-1%	?	-1%[2.29 µM]	-7%	-10
c1coc(-c2ccnc3nc(-n4cccc4)nn23)c1	6	?	1%	10µM*	-36%	-12%	-6
CCCCNC(=O)CN(c1cccc(Br)c1)S(C)(=O)=O	-3	-17%	-5%	-7%	-15%	-9%	10
O=C(O)C1Cc2ccccc2-c2ccccc2C1	-2	3%	3%	/	-19%	1%	5
Cn1nc(N)c2c(-c3ccccc3)c(C#N)c(N)nc21	-3	78%[activator]	1%	35%[activator]	-20%	3%	-7
C#CCOCCOCCOCCNc1nc(N2CCN(C(=O)[C@H](Cc3ccc(O)cc3)n3cc([C@@H](N)CC(C)C)nn3)CC2)nc(N2CCN(C(=O)[C@H](Cc3ccc(O)cc3)n3cc([C@@H](N)CC(C)C)nn3)CC2)n1	0	?	7%	9.3µM*	172%[activator]	/	-9
CC1CCCC(C)N1S(=O)(=O)c1ccc(S(=O)(=O)N2CCOCC2)cc1 (stereo not given)	2	48%[activator]	3%	?	-4%	8%	-7
CNC(=O)c1ccsc1NC(=O)CS(=O)(=O)c1ccc(Cl)cc1	-5	?	6%	7%	-11%	-4%	-11
O=C(c1cc(-c2ccc(F)cc2)on1)N1CCN(c2ccc(F)cc2)CC1	-2	14%	1%	25%	-17%	0%&1%	-2
COc1cccc(NC(=O)COC(=O)c2c(F)cccc2Cl)c1	37*	224%[activator]	2%	135%[activator]	-41%	-1%	95*

Reformatted: twelve of the compounds above.
Molecule,CHX counter,Pf growth 96h,LmPK inh,Pf growth 48h,AmpC inh no detg,Tb PYK inh,Shiga inhibitor
CN(C)CCCN(C(=O)c1ccc(Br)s1)c1nc2cc3c(cc2s1)OCO3,-14,?,2%,-10%,16%,0%,-34
O=C(O)CCCCCNS(=O)(=O)c1ccc2c3c(cccc13)C(=O)N2,-6,?,-1%,26%,-16%,1%,-10
Cc1nc2sccn2c(=O)c1S(=O)(=O)NCc1ccccc1Cl,-1,?,-2%,36%[activator],-6%,-1%,-7
COc1cccc(OC)c1OCCCCN1CCC(Cc2ccccc2)CC1,-4,132%[activator],-1%,?,-1%[2.29 µM],-7%,-10
c1coc(-c2ccnc3nc(-n4cccc4)nn23)c1,6,?,1%,10µM*,-36%,-12%,-6
CCCCNC(=O)CN(c1cccc(Br)c1)S(C)(=O)=O,-3,-17%,-5%,-7%,-15%,-9%,10
O=C(O)C1Cc2ccccc2-c2ccccc2C1,-2,3%,3%,/,-19%,1%,5
Cn1nc(N)c2c(-c3ccccc3)c(C#N)c(N)nc21,-3,78%[activator],1%,35%[activator],-20%,3%,-7
C#CCOCCOCCOCCNc1nc(N2CCN(C(=O)[C@H](Cc3ccc(O)cc3)n3cc([C@@H](N)CC(C)C)nn3)CC2)nc(N2CCN(C(=O)[C@H](Cc3ccc(O)cc3)n3cc([C@@H](N)CC(C)C)nn3)CC2)n1,0,?,7%,9.3µM*,172%[activator],/,-9
CC1CCCC(C)N1S(=O)(=O)c1ccc(S(=O)(=O)N2CCOCC2)cc1 (stereo not given),2,48%[activator],3%,?,-4%,8%,-7
CNC(=O)c1ccsc1NC(=O)CS(=O)(=O)c1ccc(Cl)cc1,-5,?,6%,7%,-11%,-4%,-11
O=C(c1cc(-c2ccc(F)cc2)on1)N1CCN(c2ccc(F)cc2)CC1,-2,14%,1%,25%,-17%,0%&1%,-2

Further records follow:
SMILES	CHX counter	Pf growth 96h	LmPK inh	Pf growth 48h	AmpC inh no detg	Tb PYK inh	Shiga inhibitor
Cc1cc(C(=O)COC(=O)c2ccc[nH]c2=O)c(C)n1C	9	46%[activator]	0%	30%	-28%	2%	17
O=C(CSc1nc2cc([N+](=O)[O-])ccc2n1-c1ccc(F)cc1)NC1CCS(=O)(=O)C1 (stereo not given)	-2	?	0%	-22%	118%[activator]	0%	-9
Cc1nc2ccccn2c1P(=O)(N1CCCCC1)N1CCCCC1	-2	-29%	-3%	-13%	-14%	0%	-4
O=C(Nc1nnc(CCc2ccccc2)s1)c1ccccc1	14*	?	-5%	49%[activator]	-9%	1%	46*
COc1cccc(NC(=O)N2CCC(NC(=O)C3CCCCC3)CC2)c1	-5	1%	-1%	7%	-12%	-1%	-17
COc1ccc(OC)c(C2C(C(=O)O)c3ccccc3C(=O)N2C)c1 (stereo not given)	-5	9%	0%	0%	-1%	4%	21
CCCCOc1ccc(Nc2nc(C)cc(C)c2C#N)cc1	-1	10µM*	-3%	7%	-48%	1%	7
O=C(O)c1ccc(S(=O)(=O)N2CCC(NC(=O)C3CCCCC3)CC2)cc1	-5	20%	5%	29%	-15%	0%	3
Cc1cccc(C)c1NC(=S)NCCc1ccc(O)c(O)c1	6	-20%	4%	10µM*	-26%	-3%	-2
CCOc1ccc(/C=N/NC(=O)c2ccc(CSc3nc4ccccc4[nH]3)cc2)cc1	21*	0%	-2%	6%	-34%	-2%	43*
CCOc1cc(S(=O)(=O)n2ccnc2)ccc1Br	-4	-33%[5.75 µM]	0%	40%[activator][5.75 µM]	-12%	5%	9
O=C(OCC(=O)N1CCC(Cc2ccccc2)CC1)c1cc(Cl)ccc1O	/	-30%	/	3%	-23%	-5%	/
Cn1cnnc1SCC(=O)Nc1cccc(C(=O)O)c1	-5	14%	3%	/	-2%	/	-6
Cc1ccc(C)c(N2C(=O)CC(Cc3ccc(Br)cc3)C2=O)c1 (stereo not given)	1	-14%	-1%	?	22%	-5%	/
CCOc1ccccc1CN1CCNC(=O)C1CC(=O)NCCc1ccccn1 (stereo not given)	14	?	2%	-1%	24%	-2%	10
O=C(NCCN1CCNCC1)c1ccccn1	14	-31%	-4%	37%[activator]	-5%	8%	101*
OCCNc1nc(N2CCOCC2)nc(N2CCOCC2)n1	1	?	-2%	1%	-4%	0%	-2
Cc1ccc(NS(=O)(=O)Cc2ccccc2)cc1Cl	-1	?	-3%	-17%	-22%	0%	-4
CCc1nc2ccc(Cc3ccc4nc(CC)[nH]c4c3)cc2[nH]1	21	-18%	0%	?	-19%	-9%	43
COC(=O)c1ccc(C)c(NC(=O)CN(c2ccc3c(c2)OCO3)S(C)(=O)=O)c1	1	/	-1%	-4%	/	-15%	-15
O=C(CNC(=O)[C@@H]1Cc2ccccc2CN1)Nc1ccc2c(c1)OCCO2	37*	53%[activator]	2%	42%[activator]	-18%	0%	60*
COc1ccccc1C(=O)NC(=O)CSc1nnc(N)s1	/	-27%	/	-3%	-19%	-4%	/
CCN(CC)S(=O)(=O)c1nnc(NC(=O)c2ccco2)s1	10	?	0%	-3%	-32%	3%	26
CCC(C(=O)Nc1cccnc1)n1c(=O)[nH]c2ccccc2c1=O (stereo not given)	3	?	-1%	?	-8%	1%	5
Cc1cccc(OCCC(=O)N(C)CC(=O)Nc2cccc3ccccc23)c1	-1	-15%	1%	-18%	31%	1%	-1

(list continues)
SMILES	CHX counter	Pf growth 96h	LmPK inh	Pf growth 48h	AmpC inh no detg	Tb PYK inh	Shiga inhibitor
c1ccc2c(c1)nnn2Cc1nnc2sc(-c3ccncc3)nn12	-2	15%	1%	12%	-12%	-6%	-4
CC(=O)Nc1ccc(NC(=O)Nc2cccc3ccccc23)cc1	0	6%	-9%	20%	-9%	5%	-16
CNC(=O)NC(=O)CSc1nnc(-c2ccco2)n1-c1ccccc1	-3	24%	-1%	3%	-2%	1%	-8
O=C(N/C(=C\c1ccc(Cl)cc1)C(=O)N1CCOCC1)c1ccco1	-2	-14%	0%	9%	2%	2%	-7
Fc1ccc(-c2cc(C(F)(F)C(F)F)[nH]n2)cc1	27*	-6%	0%	37%[activator]	-9%	8%	65*
CC1CCCCN1S(=O)(=O)c1ccc(NC(=O)CSc2nnnn2C)cc1 (stereo not given)	-3	?	2%	-3%	-9%	-2%	-2
Oc1oc(-c2ccccc2Br)nc1/C=N/c1ccccn1	34*	-7%	-29%	/	-29%	0%	102*
CCS(=O)(=O)NCC(c1cccnc1)N1CCN(c2ccccc2)CC1 (stereo not given)	-2	3%	2%	-8%	?	-12%	-8
Cc1ccc(C(=O)NNC(=O)c2cc3ccccc3cc2O)cc1	-1	160%[activator]	-4%	90%[activator]	28µM*	0%	-1
CC(C)n1nc(C(=O)Nc2nnc(C3CC3)s2)c2ccccc2c1=O	10	?	9%	-8%	59%	2%	18
COc1ccc(NC(=O)CN2CCN(CC(=O)Nc3ccc(F)cc3F)CC2)cc1	24*	-6%	0%	14%	0%	-6%	30*
N#CC(c1ccc(Cl)nn1)c1ccccc1Cl (stereo not given)	4	-2%	-7%	/	-9%	-9%	-9
CC(OC(=O)c1ccccc1C(=O)N(C)c1ccccc1)C(=O)Nc1ccc(C(N)=O)cc1 (stereo not given)	/	?	/	2%	-22%	-18%	/
CCOCCCNC(=O)c1cc2c(=O)n3ccccc3nc2s1	30*	10µM*	-15%	69%[activator]	-6%	-10%&1%	75*
